# GLS inhibitor – qHTS for Inhibitors of Glutaminase (GLS); Glutaminase kidney isoform, mitochondrial (Homo sapiens), O94925; GLS enzymatic activity, qHTS titration; Potency, µM (titrated, usually from 45.5 µM), for the others: top-dose activity change, negative = inhibition, usual class: inhibitors; 410,000 compounds, 0.21% hits; also: % is scaled to controls: 0 for no effect and ±100 for the full control effect
#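 Compounds were pin-transferred onto hKGA, after which L-glutamine (1 mM solution) and a detection mix of glutamate oxidase, HRP and Amplex Red were added. Initial and 30 min RT fluorescence reads were collected.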
# HP1b chromo inh – HTS for Inhibitors of HP1-beta Chromodomain Interactions with Methylated Histone Tails; Chromobox protein homolog 1 (Homo sapiens), P83916; Potency, µM (doses to about 114 µM), without a hit: top-dose activity change, negative = inhibition, usual class: inhibitors; AlphaScreen HP1-beta / biotin-H3K9me3 peptide binding; 390,000 compounds, 0.56% hits; also: nearly all actives have a fitted effect of over 70% in size; inactives centre near 23
# Target sequence (P83916 whole entry, looked up): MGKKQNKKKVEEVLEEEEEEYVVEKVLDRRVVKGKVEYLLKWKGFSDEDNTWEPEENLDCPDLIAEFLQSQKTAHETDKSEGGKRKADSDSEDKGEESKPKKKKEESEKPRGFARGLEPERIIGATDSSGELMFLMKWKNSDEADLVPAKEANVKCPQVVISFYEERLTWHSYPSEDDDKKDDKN
#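 AlphaScreen: HP1-beta (50 nM) preformed 30 min with biotin-H3(1-18)K9me3 peptide (50 nM) in PBS pH 7.4, 0.01% Tween-20. Compound added for 30 min at RT, then streptavidin donor/nickel chelate acceptor beads (10 ug/mL) for 30 min.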
# BAZ2B block – qHTS Assay for Inhibitors of BAZ2B. Bromodomain adjacent to zinc finger domain protein 2B (Homo sapiens), Q9UIF8. AlphaScreen BAZ2B-H3K14Ac peptide displacement. Potency, µM (doses to about 114 µM), for inactives: at the top dose activity change, negative = inhibition, usual class: inhibitors. 360,000 compounds, 4.4% hits; also: % is scaled to controls: 0 for no effect and ±100 for the full control effect; nearly all actives have a fitted effect of over 60% in size
#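 BAZ2B (50 nM) with biotin-H3(5-23)K14Ac peptide (50 nM) in PBS pH 7.4, 0.01% Tween-20, preformed 30 min, then compound 30 min at room temperature; top concentration 110uM. AlphaScreen streptavidin donor/nickel chelate acceptor beads (10 ug/mL final), 20 min dark, signal read.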
# Pin1 inhibitor – qHTS Assay to Find Inhibitors of Pin1; Pin1 FP peptide displacement, HiFluor488, 10 min; Potency, µM (series often up to 115 µM), inactives show at the top dose activity, negative = inhibition, hits mostly inhibitors; AID 504891, 2011; 390,000 compounds, 0.009% hits; active = well fitted inhibition curve with a large enough effect in the polarisation, with a control signal flat, not every such curve was filed as active; inconclusive = small, poorly fitted or top-dose-only effect, or effect the other way, or a change in a side signal; inactive = no such curve, though single readings can be large or run the other way; the % refers to the polarisation; also: % is scaled to controls: 0 for no effect and ±100 for the full control effect
# Target sequence (Q13526 whole entry, looked up): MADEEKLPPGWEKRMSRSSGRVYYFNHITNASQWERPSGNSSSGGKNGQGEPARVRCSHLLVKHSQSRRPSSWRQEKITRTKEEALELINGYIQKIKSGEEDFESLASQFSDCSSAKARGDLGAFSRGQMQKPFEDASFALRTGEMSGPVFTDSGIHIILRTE
# JMJD2A Tudor – qHTS Assay for Inhibitors of JMJD2A-Tudor Domain; AlphaScreen JMJD2A-Tudor / H3K4me3 peptide binding; 390,000 compounds, 4.4% hits; Potency, µM (top dose mostly 114 µM), without a hit: at the highest dose activity change, negative = inhibition, usual class: inhibitors; Lysine-specific demethylase 4A (Homo sapiens), O75164; AID 504339, 2011; also: % is scaled to controls: 0 for no effect and ±100 for the full control effect; nearly all actives have a fitted effect of over 50% in size
# Pol iota inh – qHTS for Inhibitors of Polymerase Iota; DNA polymerase iota (Homo sapiens), Q9UNA4; Pol iota fluorescent replication assay, 10 min; Potency, µM (doses to about 115 µM), for inactives: at the top dose activity, negative = inhibition, actives largely listed as inhibitors; 390,000 compounds, 1% hits; AID 588590, 2011
# Target sequence (Q9UNA4 whole entry, looked up): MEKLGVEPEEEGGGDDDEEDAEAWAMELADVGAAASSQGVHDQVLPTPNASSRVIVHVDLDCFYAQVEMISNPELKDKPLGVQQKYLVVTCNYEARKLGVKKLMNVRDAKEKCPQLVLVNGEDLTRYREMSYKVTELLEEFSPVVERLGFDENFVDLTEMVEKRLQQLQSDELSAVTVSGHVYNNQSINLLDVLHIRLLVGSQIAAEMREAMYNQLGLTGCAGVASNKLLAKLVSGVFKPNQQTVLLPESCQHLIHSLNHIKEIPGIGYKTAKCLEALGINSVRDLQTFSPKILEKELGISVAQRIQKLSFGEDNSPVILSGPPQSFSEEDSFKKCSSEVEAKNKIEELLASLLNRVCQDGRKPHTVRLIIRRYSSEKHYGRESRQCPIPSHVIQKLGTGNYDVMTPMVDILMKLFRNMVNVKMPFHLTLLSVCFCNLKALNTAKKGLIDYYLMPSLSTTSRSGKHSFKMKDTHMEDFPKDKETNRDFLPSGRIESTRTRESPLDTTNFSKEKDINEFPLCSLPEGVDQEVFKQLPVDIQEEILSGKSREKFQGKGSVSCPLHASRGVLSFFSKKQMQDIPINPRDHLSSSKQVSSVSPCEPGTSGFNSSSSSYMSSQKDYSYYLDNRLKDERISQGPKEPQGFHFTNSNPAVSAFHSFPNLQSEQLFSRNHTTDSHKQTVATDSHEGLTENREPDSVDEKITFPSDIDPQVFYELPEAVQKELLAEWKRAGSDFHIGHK
#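 Fluorescent replication assay read twice, at 0 min and 10 min after adding 50 nM (final) substrate. Enzyme (10 nM) and compounds were first incubated 15 min at room temperature; enzyme-free buffer wells were negative controls.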
# PGK inhibitor – qHTS Assay to Find Inhibitors of Phosphoglycerate Kinase | AID 602233, 2012 | PGK/GAPDH coupled, Kinase-Glo luminescence, 60 min | 380,000 compounds, 0.043% hits | Phosphoglycerate kinase, glycosomal (Trypanosoma brucei brucei), P07378 | Potency, µM (series often up to 57.5 µM), inactives show at the top dose activity change, negative = inhibition, most hits filed as inhibitors; also: % is scaled to controls: 0 for no effect and ±100 for the full control effect; nearly all actives have a fitted effect of over 60% in size
#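 Recombinant glycosomal PGK reaction used 1,3-bisphosphoglycerate generated in-well by GAPDH (100nM final) in 100mM TEA pH 7.6, 5mM MgCl2, 0.01% Tween-20. After 60 minutes at room temperature, ATP was read by Kinase-Glo Plus luminescence end-point.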
# G9a inh – qHTS Assay for Inhibitors of Histone Lysine Methyltransferase G9a; Histone-lysine N-methyltransferase EHMT2 (Homo sapiens), Q96KQ7; 350,000 compounds, 8.8% hits; G9a H3K9 monomethylation, AlphaScreen, 2 h; Potency, µM (top dose mostly 102 µM), for inactives: at the top dose activity, negative = inhibition, most hits filed as inhibitors; AID 504332, 2011; also: % is scaled to controls: 0 for no effect and ±100 for the full control effect; nearly all actives have a fitted effect of over 75% in size
#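 Methyltransferase reactions run at room temperature for 2 h (20 nM enzyme, 500 nM biotin-H3K9 peptide, 20 uM SAM) after a 15 min compound preincubation; product detected by AlphaScreen beads and anti-H3K9me1 antibody.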
# BLM helicase inh – qHTS Assay for Inhibitors of Bloom's syndrome helicase (BLM); Potency, µM (doses to about 56.1 µM), for inactives: at the top dose activity change, negative = inhibition, most hits filed as inhibitors; 350,000 compounds, 0.2% hits; RecQ-like DNA helicase BLM (Homo sapiens), P54132; recombinant BLM DNA unwinding, fluorescence dequenching; AID 2528, 2010;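 also: plate controls were vehicle for no effect and no enzyme for full effect; nearly all actives have a fitted effect of over 35% in size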
# * marks the source's active call; other numbers are inactive results; i = inactive; ? = inconclusive; · = not tested or not shown; [ ] = remark or other dose. Unless noted, calls follow the shape of the dose curve; as a rule, active = well fitted curve in the direction sought with a large enough effect; inconclusive = small, poorly fitted or top-dose-only effect, or another doubt; inactive = no such curve, though single readings can be large; an effect the other way counts as inactive or inconclusive. Potency is read from the fitted curve at half-maximal effect. These rows are one share of the data; count on the stated rates, not on these rows.
HP1b chromo inh	BAZ2B block	Pin1 inhibitor	PGK inhibitor	JMJD2A Tudor	Pol iota inh	GLS inhibitor	G9a inh	BLM helicase inh	canonical_smiles
44%[activator]	-7%	-3%	2%	-5%	15%	0%	3%	-6%	CCCNC(=O)c1ccc(-c2nn(C)c(=O)c3ccccc23)cc1
40%[activator]	·	9%	i	-19%	-24%	-6%	·	·	CCC(C)C(=O)OC1CCC=C2C=CC(C)C(CCC3CC(O)CC(=O)O3)C21 (centres undefined)
-7%	-4%	-1%	-10%	-24%	4%	14%	5%	-4%	CC(=O)c1cccc(NC(=S)NC(=O)c2cccc(Cl)c2)c1
57%[activator]	32%[activator]	-24%	-3%	3%	-9%	-12%	·	-2%	Cc1ccc(NC(=O)C2COc3ccccc3O2)cc1 (centres undefined)
43%[activator]	-2%	-2%	-8%	42%[activator]	13%	3%	28%	-3%	OC(CNCc1ccc(F)cc1)(c1ccccc1)c1ccc(F)cc1 (centres undefined)
90%[activator]	·	-12%	5%	52%[activator]	35%[activator]	-11%	121%[activator]	-2%	O=C(CN1CCCCCCC1)Nc1ccc(Cl)cc1Cl
46%[activator]	12%	?	i	6%	?	1%	27%[59 µM]	2%	N#Cc1c(C(F)(F)F)cc(-c2cccs2)nc1SCC(=O)Nc1cccc(Cl)c1
32%	?	-5%	-4%	3%	14%	-5%	·	-1%	Cc1ccc(CNC(=O)C2CCCN2C(=O)Nc2ccc(F)cc2)cc1 (centres undefined)
?	?	2%	5%	?	-1%	-5%	50µM*	-5%	O=[N+]([O-])c1ccc(Sc2nnnn2-c2ccccc2)c(Cl)c1
30%	-8%	-2%	-9%	-17%	16%	1%	?	-3%	Cc1[nH]ncc1-c1ccccc1Cl
33%	-20%	-3%	i	2%	15%	-6%	7%	-5%	COc1ccc(CCCC(=O)NCC(=O)N/N=C/c2cc(Cl)ccc2OC)cc1
25%	7%	-8%	16%	-4%	122%[activator]	4%	32%	0%	O=C(CSc1nnc(NC(=O)c2ccccc2Cl)s1)NC1CC1
57%[activator]	56%[activator]	1%	-2%	17%	6%	-4%	5%[59 µM]	-1%	O=C(Nc1cc(Cl)ccc1Cl)C1(c2cccs2)CCOCC1
2%	-3%	-6%	1%	-12%	-6%	4%	12%	-5%	NC(=O)CSc1nc2cc(Cl)ccc2c(=O)n1C1CCCCC1
14%	26%	4%	-2%	1%	7%	-7%	58%[activator][59 µM]	-7%	CCN(CC)S(=O)(=O)c1cccc(C(=O)N[C@H](C(=O)NNC(=O)c2ccccc2)C(C)C)c1
10%	-38%	22%	4%[11.5 µM]	-17%	-10%	2%	-7%	-3%	Cc1sc2nc(SCc3nc(-c4cccs4)no3)n(-c3ccccc3)c(=O)c2c1C
12%	-1%	2%	-6%	-6%	157%[activator]	18%	7%	-1%	O=S(=O)(Cc1ccccc1)C1CCCCC1O (centres undefined)
21%	7%	5%	5%	1%	-6%	17%	-33%[59 µM]	-3%	Cc1ccc(N=C2SCCCN2C(=O)c2ccco2)cc1Cl
23%	·	-1%	3%	-10%	-8%	0%	·	·	CCOC(=O)c1ccccc1NC(=O)c1c(N)n(C)c(=O)[nH]c1=O
57%[activator]	3%	1%	7%	0%	106%[activator]	-8%	25%[59 µM]	-1%	CCn1c(=O)c2c(nc(SCC(=O)Nc3ccccc3)n2C)n(C)c1=O
38%	3%	-9%	-3%	-10%	-3%	-10%	13%	3%	O=C(O)C1CC=CCC1C(=O)Nc1cccc(Cl)c1 (centres undefined)
12%	?	0%	6%	-30%	20%	0%	?	0%	COc1cccc(-c2ccc(NC(=O)C3CCCN(Cc4cnc(C)n4C)C3)cc2)c1 (centres undefined)
14%	-29%	8%	-6%	-20%	?	-8%	0%[59 µM]	·	COc1ccc(-c2nn(-c3ccccc3)cc2C(=O)NC(=S)N2CCOCC2)cc1OC
-15%	-26%	15%	-6%	?	6%	2%	?	-9%	COc1ccc(CCNC(=O)c2ccc3c(c2)ncn3-c2ccc(C(C)C)cc2)cc1OC
79%[activator]	14%	?	2%	-5%	7%	3%	16%[59 µM]	-8%	COc1cc(OC)c(Nc2nc3ccccc3nc2-n2nc(C)cc2C)cc1Cl
14%	2%	-1%	-5%	-10%	130%[activator]	3%	1%	-3%	Cc1nc2ccccc2n1CC(=O)NC(C)C1CC2CCC1C2 (centres undefined)
15%	-22%	-8%	0%	-19%	16%	-3%	?	-8%	CN(CC(=O)Nc1ccc(Cl)c(C(F)(F)F)c1)C(=O)CC1Sc2ccccc2NC1=O (centres undefined)
-20%	9%	3%	-2%	-21%	-10%	-2%	?	-8%	c1ccc(Cc2nnc3sc(-c4cccnc4)nn23)cc1
16%	5%	0%	7%	-29%	5%	0%	3%[12.7 µM]	-1%	Cc1ccn(CC(=O)N2CCCC(N3CCN(c4ccccc4F)CC3)C2)n1 (centres undefined)
20%	-22%	4%	0%	-14%	3%	-2%	?	-1%	CC(C)Nc1ncnc2c1nnn2Cc1ccccc1

# Limited to Pol iota inh, JMJD2A Tudor and G9a inh (2 entries from above):
Molecule	Pol iota inh	JMJD2A Tudor	G9a inh
Cc1ccc(NC(=O)C2COc3ccccc3O2)cc1 (centres undefined)	-9%	3%	·
OC(CNCc1ccc(F)cc1)(c1ccccc1)c1ccc(F)cc1 (centres undefined)	13%	42%[activator]	28%

# Continued.
HP1b chromo inh	BAZ2B block	Pin1 inhibitor	PGK inhibitor	JMJD2A Tudor	Pol iota inh	GLS inhibitor	G9a inh	BLM helicase inh	canonical_smiles
12%	-6%	5%	-7%	-10%	?	20%	-1%[12.7 µM]	-1%	COCCNC(=O)COc1cccc(Oc2ccccc2)c1
25%	-3%	6%	4%	-15%	28%	18%	10%[59 µM]	-12%	NC(=O)Cc1ccc(Nc2nnc(-c3ccccc3)c3ccccc23)cc1
-2%	-12%	1%	-10%	-30%	61%[activator]	-8%	·	0%	CCOC(=O)CC1=NN(c2ccccc2)C(=O)C1
19%	-2%	-2%	i	-13%	29%	0%	14µM*	1%	CCc1ccc2nc(N3CCC(C(=O)NCCC(C)C)CC3)sc2c1
-23%	-3%	-1%	-6%	-28%	?	14%	25%	-1%	CN(C)S(=O)(=O)c1ccc(C(=O)NCCc2ccco2)cc1
16%	-4%	-3%	6%	?	9%	1%	?	-3%	CCOc1ccc(CNc2nc3nc(C)c(Cc4ccccc4)c(=O)n3[nH]2)cc1
15%[57 µM]	-23%	12%	-7%	-9%	-19%	-5%	-9%[59 µM]	-4%	COc1cccc(NC(=O)CN2C(=O)CSc3ccc(S(=O)(=O)N4CCCCC4)cc32)c1
47%[activator]	-4%	-7%	-1%	-1%	6%	7%	7%[59 µM]	·	O=C1CCN(S(=O)(=O)c2cc(C(F)(F)F)ccc2Cl)CC1
12%[57 µM]	·	-2%	4%	50µM*	-17%	5%	·	·	O=C(NN=Cc1ccccc1C(=O)O)C(=O)NN=Cc1ccccc1C(=O)O
29%	-16%	1%	1%	-5%	22%	-7%	?	1%	O=C(NCCCN1CCOCC1)C(=O)NCc1ccccc1Cl
19%	-2%	-19%	-2%	-5%	-2%[58.9 µM]	2%	?	1%	O=S(=O)(Cc1ccccc1)NCc1cccnc1
0%[57 µM]	?	6%	-4%	-16%	?	?	·	4%	Cc1ccc(-c2cc(C(=O)NCCCN3CCCC3)c3ccccc3n2)cc1C
?	?	7%	-6%	?	-15%	-1%	45µM*	-13%	CC(=O)Nc1sc2c(c1C(c1ccc(Cl)cc1)N1CCOCC1)CCCC2 (centres undefined)
23%	?	1%	-1%	-25%	32%[activator]	0%	3%[59 µM]	-4%	O=C(O)CCCNC(=O)c1cncc(O)c1
3%	16%	20%	-1%	?	11%	-9%	-19%	3%	CN1CCN(C(=O)c2ccc(Oc3ccc([N+](=O)[O-])cc3)cc2)CC1
18%	-24%	-1%	i	-28%	7%	-4%	-7%	-3%	O=C(NCc1ccc(Cl)cc1)C1CCCN(c2cnccn2)C1 (centres undefined)
40%[activator]	-4%	6%	i	3%	38%[activator]	3%	1%[12.7 µM]	-1%	NC(=O)C1=C[C@@H](C2CCCCC2)C[C@@H](OCCCCO)O1
9%	-4%	10%	·	-23%	-12%	-4%	-7%[59 µM]	2%	COCCCn1c(SCc2nnc(-c3ccc(OC)c(OC)c3)o2)nc2ccccc2c1=O
24%	4%	1%	i	-3%	17%	3%	-1%	-3%	CCN(CC)CCCN1C(=O)CSC1c1ccc([N+](=O)[O-])cc1 (centres undefined)
24%	-20%	7%	i	-17%	-10%	4%	-18%	4%	CC(NCc1cc(Br)ccc1OCC(=O)NCc1ccccc1)c1ccccc1 (centres undefined)
47%[activator]	1%	0%	-15%	-1%	20%	-2%	-4%	-5%	COc1cc(COCC(O)CN2CCN(Cc3ccccc3)CC2)cc(OC)c1OC (centres undefined)
-4%	-2%	-3%	-20%	-25%	10%	-3%	4%[59 µM]	-2%	CCN(CC)CCCNC(=O)c1cc(-c2ccc(Cl)c(Cl)c2)on1
26%	7%	4%	2%	-10%	8%	0%	-2%[59 µM]	3%	Cc1noc2ncnc(Nc3ccc(F)cc3)c12
36%	·	-2%	i	-7%	-2%	-5%	·	·	C[C@H]1CN([C@@H](C)CO)C(=O)Cc2cc(NS(=O)(=O)c3cn(C)cn3)ccc2O[C@@H]1CN(C)C(=O)Nc1ccc(F)cc1
34%	·	-10%	0%	-15%	7%	3%	·	·	C=CCC[C@@H](Cc1ccc(F)cc1)C(=O)OCCNC(=O)[C@@H](CC=C)CC(=O)N(CCO)Cc1ccccc1

# Screening data (PubChem BioAssay)
